FBW7 activator – human FBW7 E3 ligase activation, primary screen; Q969H0; AlphaScreen FBW7–phospho-cyclin E peptide binding, activator screen; normalized activity (activation), % at 26.1 µM; 0.13% of 650,000 active; AID 1259310; in the data active means normalized activity above about 1.9%;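 further: purified mutant Fbw7 with reduced substrate affinity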
GPR151 activ – human GPR151 activation; Q8TDV0; PathHunter beta-arrestin GPR151 cells, luminescence; activation, % at 11.2 µM; 1% of 650,000 active; in the data active means activation above about 4.9%;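 further: 0% = median of compound wells and 100% = cells with positive control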
Target sequence (Q8TDV0 whole entry, looked up): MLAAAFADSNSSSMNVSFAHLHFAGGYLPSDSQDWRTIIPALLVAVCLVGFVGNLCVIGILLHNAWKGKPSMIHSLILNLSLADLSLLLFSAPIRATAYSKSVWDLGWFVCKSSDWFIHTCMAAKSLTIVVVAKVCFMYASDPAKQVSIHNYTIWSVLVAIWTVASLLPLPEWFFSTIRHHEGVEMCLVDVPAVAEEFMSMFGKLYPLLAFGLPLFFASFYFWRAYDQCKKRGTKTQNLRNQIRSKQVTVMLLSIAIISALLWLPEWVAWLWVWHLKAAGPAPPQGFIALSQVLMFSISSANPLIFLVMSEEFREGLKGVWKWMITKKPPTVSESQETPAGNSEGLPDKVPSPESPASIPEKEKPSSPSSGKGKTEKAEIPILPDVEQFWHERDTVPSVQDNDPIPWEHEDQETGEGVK
TEAD-YAP block – TEAD-YAP interaction inhibition. inhibition, % at 9.12 µM. 1.4% of 640,000 active. HEK-TIYL cells, TEAD-Gal4/YAP UAS-luciferase luminescence; in the data active means inhibition above about 32%;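 further: 0% = median of test compound wells and 100% = reference inhibitor wells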
MITF primary – blocks human microphthalmia-associated transcription factor; 0.91% of 650,000 active; inhibition, % at 2.6 µM; AID 1259374; O75030; AlphaScreen MITF homodimerization, bead proximity signal; in the data active means inhibition above about 50%;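 further: 0% = vehicle wells with protein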
Target sequence (O75030 whole entry, looked up): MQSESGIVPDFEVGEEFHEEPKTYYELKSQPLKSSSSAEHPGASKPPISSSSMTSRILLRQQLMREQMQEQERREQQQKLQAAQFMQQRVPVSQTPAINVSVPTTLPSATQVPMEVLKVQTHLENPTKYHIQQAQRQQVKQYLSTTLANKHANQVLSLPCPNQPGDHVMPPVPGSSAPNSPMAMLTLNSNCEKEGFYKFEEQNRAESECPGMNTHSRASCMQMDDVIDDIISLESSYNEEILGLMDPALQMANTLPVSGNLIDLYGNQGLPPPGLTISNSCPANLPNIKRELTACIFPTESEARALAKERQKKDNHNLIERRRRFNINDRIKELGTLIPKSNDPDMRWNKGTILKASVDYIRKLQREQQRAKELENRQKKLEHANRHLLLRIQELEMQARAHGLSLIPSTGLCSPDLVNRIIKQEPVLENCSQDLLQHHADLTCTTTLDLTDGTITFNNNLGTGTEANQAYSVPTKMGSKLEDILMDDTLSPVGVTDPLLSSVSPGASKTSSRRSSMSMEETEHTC
* marks the source's active call; other numbers are inactive results.

SMILES	FBW7 activator	GPR151 activ	TEAD-YAP block	MITF primary
Nn1c(=O)c2ccccc2n2c(SCc3ccc(C(F)(F)F)cc3)nnc12	0.3	3.8	-6	-13
COc1cccc(C(c2sc3nc(C)nn3c2O)N2CC(C)OC(C)C2)c1 (stereo not given)	-0.1	2.3	5	1
CC(C)CN(CC(C)C)C(=O)CCN1C(=O)c2ccccc2C1=O	0.3	0.2	9	-1
CC(=O)Nc1ccc(N2C(=O)c3ccc(S(=O)(=O)c4ccc(C(=O)O)cc4)cc3C2=O)cc1	-0.4	-1.8	0	21
CC(C)(C)NS(=O)(=O)c1ccc(NC(=O)/C=C/c2ccccc2Cl)cc1	0.3	-1.0	4	-19
COc1cc2c(cc1NC(=O)COc1ccccc1C(C)(C)C)oc1ccccc12	-0.1	1.4	-5	1
CC(=O)c1ccc(N2CCN(C(=O)c3ccc4c(c3)[nH]c(=S)n3c5ccccc5nc43)CC2)cc1	0.2	0.3	25	4
Cc1ccc(C2(c3ccc(C)cc3)CC2C(=O)NC2CCCCC2)cc1 (stereo not given)	-0.2	-1.8	-3	-3
O=C(Cn1c(=O)oc2cc(Cl)ccc21)NCc1ccc(Cl)cc1	0.9	-0.9	-2	17
COc1ccccc1N(CC(=O)NC1CC2CCC1C2)S(C)(=O)=O (stereo not given)	0.0	-1.2	1	10
Cc1cc(Nc2ccc(N3CCOCC3)cc2)nc(Nc2ccccn2)n1	-0.2	3.2	12	8
O=C1COc2cc(S(=O)(=O)Nc3ccc(F)c(Cl)c3)ccc2N1	0.2	0.7	-5	-8
C=CCOc1ccc(C2/C(=C(\O)c3ccc(OC)cc3)C(=O)C(=O)N2Cc2cccnc2)cc1 (stereo not given)	0.5	-0.2	12	9
Cc1ccc(S(=O)(=O)Cc2cccc(C(=O)N3CCCC3)c2)cc1	0.4	1.2	8	16
COc1cc(Cl)c(NC2=CC(=O)c3ccccc3C2=O)c(OC)c1	-0.1	-1.7	-4	10
CC1CCN(c2ccccc2NC(=O)c2ccc(N3CCOCC3)c([N+](=O)[O-])c2)CC1	0.8	-2.0	16	19
Cc1csc(Sc2ccc(C(=O)Nc3ccc(C(N)=O)cc3)cc2[N+](=O)[O-])n1	-0.2	-1.9	0	-8
O=C(/C=C/c1cccnc1)Nc1cccc(Br)c1	0.1	-1.9	-55	-4
O=C(NCCO)c1ccc(CSc2nc3sc4c(c3c(=O)[nH]2)CCC4)cc1	0.0	1.8	12	4
COc1ccc(N2CCN(C(=O)c3sc4nc(C)nc(N5CCOCC5)c4c3C)CC2)cc1	0.1	-0.4	-10	8
Cc1[nH]nc2c1C(c1cc(Br)c(C)s1)C(C#N)=C(N)O2 (stereo not given)	-0.1	-1.5	33*	8
CCc1nn(CC(=O)NCCCN2CCCCC2CC)c(=O)c2cc3sccc3n12 (stereo not given)	0.0	-0.2	4	-3
CSc1ccccc1NS(=O)(=O)c1cc(C(=O)O)c(Cl)cc1Cl	0.0	-1.5	-2	-6
CCOC(=O)c1c(C(F)(F)C(F)F)[nH]c2cc(F)c(F)cc2c1=O	0.1	-0.2	-2	5
O=C(Nc1ccc(Cl)cc1Cl)/C(=C/c1cccc([N+](=O)[O-])c1)NC(=O)c1ccccc1F	-0.2	2.6	0	-5
(cont.)
SMILES	FBW7 activator	GPR151 activ	TEAD-YAP block	MITF primary
Cc1ccccc1C(=O)Nc1ccccc1NC(=O)c1c(-c2ccccc2Cl)noc1C	-0.1	-0.9	8	-1
CCOc1cc(C(=S)N2CCCC2)cc(Br)c1O	-0.1	0.4	6	-12
CCOC(=O)C1=C(CSc2nc3c(cc2C#N)CCCCCC3)OC(N)=C(C#N)C1c1ccccc1F (stereo not given)	-0.1	0.8	0	-3
CCCNC(=O)C(=O)Nc1ccc(C(C)C)cc1	0.1	0.8	-60	-2
CCSc1nc2ccc([N+](=O)[O-])cc2s1	0.4	-2.3	-15	23
CCc1cc2c(C)cc(=O)oc2c2ccoc12	0.2	-1.1	8	-1
CC1(C)CC2CC(C)(CN2C(=O)COC(=O)c2ccccc2Cl)C1 (stereo not given)	0.0	0.1	6	-8
CCOC(=O)c1c(-c2ccccc2)oc2c([N+](=O)[O-])cc([N+](=O)[O-])cc12	0.2	0.5	5	15
COc1cc(NC(=O)CCNC(=O)Cn2cnc3ccccc3c2=O)cc(OC)c1OC	0.6	1.0	-8	24
CC1CCN(CN2C(=O)CCC2=O)CC1	1.4	0.2	19	7
Cc1cc(NC(=O)CSc2nc3ccsc3c(=O)n2-c2ccc(C(N)=O)cc2)no1	0.0	5.0*	-9	-4
C=CCOC(=O)C1=C(C)NC(=O)NC1c1ccc(C(C)(C)C)cc1 (stereo not given)	-0.1	-0.5	3	5
O=C(COc1ccccc1)Nc1ccc2c(c1)CCCN2C(=O)c1cccs1	0.6	-2.3	-3	-1
CC(C)c1ccccc1NC(=O)CSc1nnc(CN2CCOCC2)n1C	0.2	2.4	5	1
CCCOc1ccc(N2C(=O)CC(NCCNc3ccc([N+](=O)[O-])cn3)C2=O)cc1 (stereo not given)	0.0	-0.6	-5	14
CC(=O)c1cccc(NC(=O)CC2CCS(=O)(=O)C2)c1 (stereo not given)	-0.1	-0.4	8	13
O=C1C2CC=C(Cl)CC2C(=O)N1c1cccc2cccnc12 (stereo not given)	-0.1	-1.9	3	15
COc1ccc(Nc2cnn(C34CC5CC(CC(C5)C3)C4)c(=O)c2Cl)cc1OC	-0.1	-0.8	3	11
N#Cc1ccccc1NC(=O)COC(=O)CN1C(=O)c2ccccc2C1=O	-0.1	-0.2	9	2
Cc1cc(C)n(CCC(=O)NC(CC(C)C)c2nc3cccnc3n2C)n1 (stereo not given)	-0.1	2.5	5	6
O=C(Cn1c2ccccc2c(=O)c2ccccc21)NC1CCCCC1	0.2	-0.9	5	7
CCOC(=O)c1cccc(NC(=O)CC(C)c2ccccc2)c1 (stereo not given)	-0.1	-0.6	-6	-15
CNc1nc(-c2ccc3c(c2)CCN3C(=O)C2CC2)c(C)s1	0.2	1.3	5	-3
O=C1N[C@@H](CO)C(=O)N2C[C@@H](NCc3cnn(-c4ccccc4F)c3)C[C@@H]12	0.6	-0.5	7	3
COc1ccccc1NC(=O)NCc1ccc(Cl)cc1	0.0	0.7	-12	-3

Nothing new here: 14 of the compounds above.
SMILES	FBW7 activator	GPR151 activ	TEAD-YAP block	MITF primary
Nn1c(=O)c2ccccc2n2c(SCc3ccc(C(F)(F)F)cc3)nnc12	0.3	3.8	-6	-13
COc1cccc(C(c2sc3nc(C)nn3c2O)N2CC(C)OC(C)C2)c1 (stereo not given)	-0.1	2.3	5	1
CC(C)CN(CC(C)C)C(=O)CCN1C(=O)c2ccccc2C1=O	0.3	0.2	9	-1
CC(=O)Nc1ccc(N2C(=O)c3ccc(S(=O)(=O)c4ccc(C(=O)O)cc4)cc3C2=O)cc1	-0.4	-1.8	0	21
CC(C)(C)NS(=O)(=O)c1ccc(NC(=O)/C=C/c2ccccc2Cl)cc1	0.3	-1.0	4	-19
COc1cc2c(cc1NC(=O)COc1ccccc1C(C)(C)C)oc1ccccc12	-0.1	1.4	-5	1
CC(=O)c1ccc(N2CCN(C(=O)c3ccc4c(c3)[nH]c(=S)n3c5ccccc5nc43)CC2)cc1	0.2	0.3	25	4
Cc1ccc(C2(c3ccc(C)cc3)CC2C(=O)NC2CCCCC2)cc1 (stereo not given)	-0.2	-1.8	-3	-3
O=C(Cn1c(=O)oc2cc(Cl)ccc21)NCc1ccc(Cl)cc1	0.9	-0.9	-2	17
COc1ccccc1N(CC(=O)NC1CC2CCC1C2)S(C)(=O)=O (stereo not given)	0.0	-1.2	1	10
Cc1cc(Nc2ccc(N3CCOCC3)cc2)nc(Nc2ccccn2)n1	-0.2	3.2	12	8
O=C1COc2cc(S(=O)(=O)Nc3ccc(F)c(Cl)c3)ccc2N1	0.2	0.7	-5	-8
C=CCOc1ccc(C2/C(=C(\O)c3ccc(OC)cc3)C(=O)C(=O)N2Cc2cccnc2)cc1 (stereo not given)	0.5	-0.2	12	9
Cc1ccc(S(=O)(=O)Cc2cccc(C(=O)N3CCCC3)c2)cc1	0.4	1.2	8	16

(continued)
SMILES	FBW7 activator	GPR151 activ	TEAD-YAP block	MITF primary
Cc1cc(C)nc(NS(=O)(=O)c2ccc(Nc3nc(-c4sc(C)nc4C)cs3)cc2)n1	0.8	-0.4	-5	11
COc1ccc(OC)c(/C=N/NC(=O)c2ccc[n+](Cc3ccccc3)c2)c1	-0.1	-0.4	1	-6
COC(=O)c1cn(CC(=O)N2C(C)CCCC2C)c2ccccc12 (stereo not given)	0.2	-0.3	-2	-3
O=C(C[n+]1ccccc1)c1cccc([N+](=O)[O-])c1	0.0	2.5	4	3
CN(C)S(=O)(=O)c1cccc(NC2=NCCS2)c1	0.1	2.7	-1	11
CCOc1ccc2nc(NC(=O)c3ccccc3NS(=O)(=O)c3ccc(C)cc3)sc2c1	0.2	0.0	2	1
CCCc1nnc(SCC(=O)Nc2ccccc2Cl)n1CC1CCCO1 (stereo not given)	-0.1	-0.1	2	5
CC(=O)Nc1ccc(S(=O)(=O)N(CCc2ccccc2)CC(=O)O)cc1	0.1	-0.8	0	-27
O=C(CSc1cn(Cc2ccc(F)cc2)c2ccccc12)Nc1ccc(Br)cc1	0.0	4.0	6	0
O=[N+]([O-])c1cc2nc(N3CCOCC3)c(N3CCOCC3)nc2cc1[N+](=O)[O-]	0.1	-0.7	2	-13
CCOc1ccc(N2CC(=O)N/C2=N\c2nc(C)cc(C)n2)cc1	0.4	-0.6	-1	7
CCOc1ccccc1NC(=O)c1cc(S(=O)(=O)N2CCN(c3ccccc3OC)CC2)ccc1F	-0.2	0.6	4	12
CCOC(=O)C1=C(C)N=c2s/c(=C\c3ccc(C(=O)OC)cc3)c(=O)n2C1c1ccc(Cl)cc1 (stereo not given)	0.1	-2.6	9	-2
CCCNc1ccnc(NCCCN2CCCC2=O)n1	0.0	-0.6	1	-3
CN(C)c1ccc(/C=C/c2nc3cc4c(cc3s2)OCO4)cc1	0.1	1.1	-8	-2
O=C(Cc1c(F)cccc1Cl)NNC(=S)NCc1ccco1	-0.2	-0.4	-1	0
COc1ccc(C2CC(c3ccccc3)=NN2C(=O)CCCC(=O)O)c(OC)c1 (stereo not given)	0.1	2.7	9	0
Cc1nc2ccccc2n1CCc1noc(-c2ccc(Cl)cc2)n1	0.0	-0.5	-21	11
Cc1ccc(C(=O)CC2(O)C(=O)Nc3ccc(Cl)cc32)c(C)c1 (stereo not given)	0.7	2.2	8	14
COC(CN(C)C(C(=O)NC1CCCC1)c1cc2c(cc1[N+](=O)[O-])OCO2)OC (stereo not given)	-0.1	1.7	-17	-1
CC1CN(c2ncnc3c2cnn3-c2ccc(F)cc2)CC(C)O1 (stereo not given)	-0.3	0.1	-47	1
FC(F)(F)c1cccc(CNc2nc(Nc3ccncc3)nc3c2ncn3-c2ccccc2)c1	0.1	0.2	5	12
O=C(COc1ncnc2c1cnn2-c1ccccc1)N1CCc2ccccc21	0.1	0.3	9	1
COCCNC(=O)c1ccc2c(c1)CC(c1nc3ccc(-c4ccnc(N)n4)cc3[nH]1)CO2 (stereo not given)	0.1	-0.1	-8	13
COCCOC(=O)N1CCC(C(=O)N(C)C(c2ccccc2)c2ncccc2C)CC1 (stereo not given)	0.1	-0.2	3	0
Following part
SMILES	FBW7 activator	GPR151 activ	TEAD-YAP block	MITF primary
Cc1cccn2c(CN3CCN(c4ncccn4)CC3)c(C(=O)N3CCCCC3)nc12	-0.1	-0.3	-4	-9
Cc1ccc(C(=O)NCCN2Cc3ccccc3C2=O)cc1	0.0	0.1	-21	-5
C[C@@H]1CN(Cc2ccc3c(c2)CN(Cc2ccc4c(c2)CCO4)CCO3)C[C@H](C)O1	-0.1	6.5*	-13	-1
CCOC(=O)C1(CCOC)CCN(C(=O)CCN2CCOCC2)CC1	-0.1	-2.1	-7	4
Cn1c(=O)c2c(-c3ccccc3Cl)n(-c3ccccc3N)cc2n(C)c1=O	-0.1	-0.7	-34	-7
CCOC(=O)c1ccc2ncc(C(=O)OCC)c(Nc3ccc(OC)cc3)c2c1	-0.3	0.2	-5	-1
O=C(NC1CC1)c1ccc(S(=O)(=O)N2CCCC(O)C2)cc1 (stereo not given)	-0.2	0.3	-10	-3
COc1ccc(Br)cc1CO/N=C/c1c(C)[nH]c(=O)[nH]c1=O	0.3	-0.1	-5	-5
Cc1ccc2c(C)[n+](C)ccn12	-0.1	1.3	11	-2
O=C(CCl)Nn1c(-c2cccs2)nc2sc3c(c2c1=O)CCCC3	0.0	4.8	6	5
CCN(C(=O)c1ccc(N2CC3CC(C2)c2cccc(=O)n2C3)c(NC(=O)c2ccc(C(C)(C)C)cc2)c1)c1cccc(C)c1 (stereo not given)	0.0	1.3	-3	13
O=C(c1cc(-c2ccco2)on1)N1CCOCC1	-0.1	-0.9	-46	8
CCc1nc2ccccc2n1C(C)C(=O)O (stereo not given)	0.2	1.1	2	-3
CC1(C)CC(=O)c2sc(NSc3ccccc3[N+](=O)[O-])nc2C1	0.8	-0.9	6	11
CCCCNC(=O)NC(C(=O)OC)C12CC3CC(CC(C3)C1)C2 (stereo not given)	-0.1	-1.7	-15	-6
Cc1ccc2c(c1)C1CN(C)CCC1N2S(=O)(=O)c1ccc(F)cc1 (stereo not given)	0.2	-1.4	-7	-7
C=CCNc1nc(-c2ccc([N+](=O)[O-])cc2)cs1	0.0	2.2	-67	-5
Cc1cc2nnn(C[C@@H](C)NC(=O)Cc3ccsc3)c2cc1C	0.3	-0.3	4	11
CCc1ccccc1NC(=O)c1cc2nc(-c3ccc(Br)cc3)cc(C(F)(F)F)n2n1	-0.1	0.5	3	-4
COC(=O)c1ccc(NC(=O)c2ccc[n+]([O-])c2)cc1	-0.1	1.4	5	-3
O=C(O)c1cc(S(=O)(=O)NCc2ccco2)c(Cl)cc1N1CCCCC1	0.0	-0.4	9	12
C/C(=N\NC(N)=S)c1ccc(NC(=O)c2ccc(F)cc2)cc1	-0.1	3.0	-22	-2
